# Bioassay records as filed in PubChem.
# EBI2 antag: EBI2 (human) antagonism; EBI2 beta-arrestin recruitment, luminescence, 7a,25-OHC stimulated; inhibition, % at 5 µM; actives 0.81% (n = 360,000); AID 651636; in the data active means inhibition above about 38%;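 further: enzyme fragment complementation signal reports receptor beta-arrestin coupling in cells; 0% = agonist plus DMSO wells and 100% = wells without agonist; some results beyond the cut were filed as inactive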
# Target sequence (P32249 whole entry, looked up, the tested form may be a part): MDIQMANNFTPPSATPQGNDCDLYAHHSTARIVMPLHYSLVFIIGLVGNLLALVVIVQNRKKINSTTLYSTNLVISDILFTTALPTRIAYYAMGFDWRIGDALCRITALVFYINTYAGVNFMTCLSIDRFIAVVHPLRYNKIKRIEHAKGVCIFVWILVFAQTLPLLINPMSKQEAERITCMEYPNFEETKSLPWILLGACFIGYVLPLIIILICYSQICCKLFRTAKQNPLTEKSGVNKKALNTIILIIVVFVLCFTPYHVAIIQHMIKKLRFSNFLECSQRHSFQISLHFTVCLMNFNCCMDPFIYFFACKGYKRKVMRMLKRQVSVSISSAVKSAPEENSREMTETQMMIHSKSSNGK
# MPTP inh: blocks calcium-induced mitochondrial swelling | isolated mouse mitochondria, Ca2+ swelling absorbance, 30 min | inhibition, % at 10 µM | AID 602449 | actives 1.4% (n = 360,000);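 active means inhibition of 50% or more, scaled per plate between neutral and stimulator controls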;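 further: 0% = DMSO wells given calcium and 100% = 1 mM EGTA wells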
# CXCR6 inh: inhibitors of human CXCR6 receptor. inhibition, % at 20 µM. AID 602244. O00574. CHO-K1 PathHunter CXCR6 beta-arrestin, luminescence. actives 0.36% (n = 360,000); in the data active means inhibition above about 34%, passing the limit was not always enough;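 further: antagonist mode with CXCL16 agonist at 10 nM final; 0% = 10 nM CXCL16 with DMSO and 100% = unstimulated wells without agonist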
# GRIN3A LBD mod: modulators (binders) of human NR3A ligand-binding domain. Tm shift relative to glycine control, % at 25 µM. actives 2.5% (n = 340,000). NR3A LBD differential scanning fluorimetry, Tm shift; 0% = protein alone, 100% = glycine-bound protein;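 active means melting temperature shift of at least 10% of the positive control shift, at one fixed dose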
# APOBEC3G inh: APOBEC3G (human) deaminase inhibition | actives 0.28% (n = 330,000) | recombinant A3G, ssDNA deamination FAM/TAMRA fluorescence | inhibition, % at 20 µM;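 active means inhibition of at least 40% at 20 µM, with no more than 30% in the related APOBEC3A deaminase screen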;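 further: plate controls were DMSO wells with A3G for no effect and wells lacking A3G enzyme for full effect; some compounds called inactive have numbers as strong as hits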
# A3A deaminase: inhibitors of human APOBEC3A DNA deaminase; P31941; recombinant A3A, FAM/TAMRA ssDNA deamination fluorescence; inhibition, % at 20 µM; actives 0.41% (n = 330,000); AID 493011;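 active means at least 40% inhibition at 20 µM here, with at most 30% in a related deaminase screen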;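 further: plate controls were A3A with DMSO for no effect and wells lacking A3A enzyme for full effect; some results filed as inactive read as strong as hits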
# Target sequence (P31941 whole entry, looked up): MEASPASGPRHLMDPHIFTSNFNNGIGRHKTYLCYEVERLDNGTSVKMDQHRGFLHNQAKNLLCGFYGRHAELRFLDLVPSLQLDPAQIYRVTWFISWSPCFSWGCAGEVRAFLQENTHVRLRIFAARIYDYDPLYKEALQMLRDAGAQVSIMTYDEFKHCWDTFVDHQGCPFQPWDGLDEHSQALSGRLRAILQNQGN
# Gli-Sufu antag: antagonists of Gli-Sufu signaling | Sufu-KO-LIGHT fibroblasts, Gli luciferase reporter luminescence | inhibition, % at 5 µM | actives 0.74% (n = 340,000);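 active means inhibition above about 55%, limit read from the data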;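 further: 0% = DMSO-treated cells and 100% = wells with medium but no cells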
# CCR6 antagonist: antagonists of human CCR6 receptor; CHO-K1 CCR6 PathHunter beta-arrestin, luminescence, CCL20-stimulated; AID 493098; P51684; actives 0.49% (n = 340,000); inhibition, % at 20 µM;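 active means compounds whose inhibition of the agonist-driven luminescence signal at 20 µM reaches about 50%, limit read from the data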;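 further: cells stimulated with CCL20 at 14 nM final; plate controls were DMSO with CCL20 for no effect and DMSO without agonist for full effect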
# Target sequence (P51684 whole entry, looked up): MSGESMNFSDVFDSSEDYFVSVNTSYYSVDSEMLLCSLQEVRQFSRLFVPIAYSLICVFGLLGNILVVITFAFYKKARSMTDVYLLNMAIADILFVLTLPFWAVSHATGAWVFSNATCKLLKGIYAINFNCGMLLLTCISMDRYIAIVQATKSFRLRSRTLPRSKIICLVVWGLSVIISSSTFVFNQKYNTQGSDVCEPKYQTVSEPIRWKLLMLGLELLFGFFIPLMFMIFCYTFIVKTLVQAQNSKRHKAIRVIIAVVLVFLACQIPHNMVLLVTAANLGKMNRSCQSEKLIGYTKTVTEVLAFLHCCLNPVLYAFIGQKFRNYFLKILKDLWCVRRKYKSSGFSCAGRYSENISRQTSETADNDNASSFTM
# * = called active by the depositor; . = no result given. No enrichment for hits. About 5.8% of those tested had a hit in this group.
smiles,GRIN3A LBD mod,CXCR6 inh,APOBEC3G inh,CCR6 antagonist,MPTP inh,A3A deaminase,EBI2 antag,Gli-Sufu antag
CCOC(=O)c1ccc(NC(=O)N2CCc3ccccc32)cc1,4,-6,-4,-4,0.5,-2,1,-55
COc1cc(Cl)c(C)cc1NC(=O)COC(=O)c1cnc(C)cn1,-1,-3,4,-26,-3.3,2,2,-4
Cc1cccc(Oc2sc(C(=O)c3ccccc3)c(N)c2C#N)c1C,-3,21,-4,13,0.4,-2,24,20
COC(=O)c1ccc(CN2CCC(n3nccc3NC(=O)C3CC3)CC2)cc1,0,-6,-5,20,0.0,-1,5,11
CCCC1CCc2c(sc(N)c2C(N)=O)C1 (stereo not given),-1,-3,-11,-3,0.0,-8,-2,-4
Cc1ccc(CN(N=Nc2nonc2N)c2nonc2N)c(C)c1,-6,-2,-1,-12,0.2,5,14,0
c1ccc(Sc2ccccn2)cc1,0,1,-5,9,0.9,-2,-8,-5
CC1CCCC(NC(=O)COC(=O)c2ccccc2NC(=O)c2ccco2)C1C (stereo not given),2,0,-8,-2,1.3,-3,15,7
CCN(CC)C(=O)c1oc2ccc(S(=O)(=O)N3CC(C)CC(C)C3)cc2c1C (stereo not given),1,-4,-10,15,51*,-2,2,63*
Nc1ccc(Br)c2cccnc12,-4,-2,-11,-4,-0.3,1,-17,-39
Cc1ccc(C(CCNC(C)c2cccs2)c2ccco2)cc1 (stereo not given),5,0,4,11,20,2,-7,-7
CCCCCOC(=O)Cn1c(=O)oc2ccccc21,-2,-7,6,0,1.0,5,-7,-4
COc1ccccc1C(=O)Nc1nc(-c2ccc(S(=O)(=O)N3CCOCC3)cc2)cs1,-2,-23,-5,-7,5.2,-1,-37,66*
COc1ccc(OC)c(-n2cnc3cc(C(=O)O)ccc32)c1,0,-4,-7,-3,-4.1,-2,3,-5
COCCN(C(=O)COC(=O)c1oc2ccc(OC)cc2c1C)c1c(N)n(Cc2ccccc2)c(=O)[nH]c1=O,-3,8,6,24,0.5,15,-2,0

smiles,GRIN3A LBD mod,CXCR6 inh,APOBEC3G inh,CCR6 antagonist,MPTP inh,A3A deaminase,EBI2 antag,Gli-Sufu antag
CC(=O)c1ccc(NC(=S)N(CCCN(C)C)Cc2ccccc2)cc1,-1,0,-7,7,0.7,-6,-2,-7
CCOC(=O)c1ccc(NC(=O)c2ccccc2)cc1,-3,-4,0,-3,-0.1,5,1,-72
Cc1ncc([N+](=O)[O-])n1CC(=O)Nc1ccc(Cl)cc1,-6,4,-10,-4,-0.3,-4,-2,6
COc1ccc(NC(=O)N(C)C[C@H]2Oc3c(NC(=O)Cc4ccccc4)cccc3C(=O)N([C@H](C)CO)C[C@@H]2C)cc1,-4,2,-4,5,-2.9,-2,-4,-9
COC(=O)c1cc(C(C)=O)n2ccccc12,1,-2,-5,4,-2.0,-5,-1,3
CCN(C(=O)CSc1n[nH]c(-c2ccc(OC)cc2)n1)c1c(N)n(Cc2ccccc2)c(=O)[nH]c1=O,-1,0,.,17,-0.3,.,9,-8
CCOC(=O)N1CCc2c(sc(NC(=O)CN3CCOCC3)c2C#N)C1,1,-26,10,10,1.3,3,3,4
N=C1C(c2nc3ccccc3s2)=C(O)CN1NC(=O)c1ccco1,-1,7,-4,2,0.7,3,3,0
CSCC[C@H](NC(=O)N1CCn2c1nc1ccccc12)C(=O)N1CCCCC1,-1,8,-5,16,-2.8,-5,-5,-8
O=C(CC1C(=O)NCCN1Cc1cccc(F)c1)NC1CCCCC1 (stereo not given),2,-6,-5,7,0.8,-4,3,-4
COC(=O)C(CC(C)C)N(Cc1cc(OC)cc(OC)c1)S(=O)(=O)c1ccccc1Br (stereo not given),0,4,-2,22,-2.2,3,10,11
O=c1ccccn1CCOc1ccc(Cl)cc1,-1,-5,-4,1,0.2,-3,-7,2
CCC(=O)Nc1ccc(C(=O)COC(=O)Cc2ccsc2)cc1,-18,0,5,-6,-0.9,4,2,4
COc1ccc(CCNC(=O)c2ccc(OCc3c(C)noc3C)c(OC)c2)cc1,0,3,-6,6,0.3,6,-5,6
CC(C)(C)c1cc(CCC(=O)NNC(=O)c2ccco2)cc(C(C)(C)C)c1O,-1,-6,-4,1,1.2,0,7,-2

# No new results follow: entries from further up.
smiles,GRIN3A LBD mod,CXCR6 inh,APOBEC3G inh,CCR6 antagonist,MPTP inh,A3A deaminase,EBI2 antag,Gli-Sufu antag
COc1ccc(CCNC(=O)c2ccc(OCc3c(C)noc3C)c(OC)c2)cc1,0,3,-6,6,0.3,6,-5,6
CC(C)(C)c1cc(CCC(=O)NNC(=O)c2ccco2)cc(C(C)(C)C)c1O,-1,-6,-4,1,1.2,0,7,-2

# Next section.
smiles,GRIN3A LBD mod,CXCR6 inh,APOBEC3G inh,CCR6 antagonist,MPTP inh,A3A deaminase,EBI2 antag,Gli-Sufu antag
COc1ccc(Nc2ncnc3c2cnn3Cc2ccccc2)cc1OC,-5,-1,-3,4,5.6,-2,-1,3
COc1cccc(Nc2nc(=O)[nH]nc2C)c1,-2,-1,-5,-8,-1.6,4,-5,1
CCOc1ccc(NS(=O)(=O)c2ccc(C(=O)N(C)Cc3cccc(OC)c3OC)cc2)cc1,4,0,3,11,-0.8,3,0,33
CN(Cc1ccccc1)C(=S)Nc1ccc2nc3n(c(=O)c2c1)CCCCC3,-2,-4,-5,-6,-1.1,0,3,-8
CCN(CC)C(=S)SCC(=O)Nc1ncc2c(n1)CCCC2=O,2,1,1,15,-0.4,0,7,2
Nc1nonc1-c1nc2ccccc2n1CC(=O)N1CCCCC1,1,4,1,9,-0.5,0,-5,6
Fc1ccccc1/C=N/Nc1cc(N2CCCCC2)ncn1,1,0,-1,21,1.2,2,54*,-105
Cc1ccccc1OCC(=O)NNC(=O)c1ccc(-n2cncn2)c([N+](=O)[O-])c1,0,6,-8,6,-1.5,-3,-1,1
Cc1ccccc1CN1CCC(N2CCC(C(=O)NCC3CCCO3)CC2)CC1 (stereo not given),2,2,-7,8,1.9,0,-6,.
CC(=O)N(CC(C)C(=O)O)c1c(I)cc(I)c(N)c1I (stereo not given),-1,1,1,15,-0.5,5,-7,8
Cc1ccc(SCc2[nH]nc3c2C2(C(=O)Nc4ccc([N+](=O)[O-])cc42)C(C#N)=C(N)O3)cc1 (stereo not given),-8,12,-7,27,-0.6,-1,1,3
CCOc1ccc(C(CC(=O)O)NS(=O)(=O)c2ccc(C)cc2)cc1OC (stereo not given),-1,0,0,6,-1.8,3,-5,0
O=C(OCc1nnc(-c2ccccc2)o1)c1ccc(Br)o1,-3,3,-5,12,-0.3,0,2,1
CC(OC(=O)CN1C(=O)C2CCCCC2C1=O)C(=O)Nc1ncc(Cl)cc1Cl (stereo not given),0,4,-5,-14,-1.3,-2,6,7
Cc1ccc(NC(=O)C(C)c2cccc(C(=O)c3ccccc3)c2)cc1O (stereo not given),-2,-4,-11,23,96*,-4,-11,41

smiles,GRIN3A LBD mod,CXCR6 inh,APOBEC3G inh,CCR6 antagonist,MPTP inh,A3A deaminase,EBI2 antag,Gli-Sufu antag
C=CCOC(=O)C1=C[C@@H](c2csc3ccccc23)[C@H](CCCO)[C@@H](OCC)O1,-2,8,-6,17,-0.3,-2,8,2
CCOCCCNC(=O)C(c1ccc(C)cc1)N(Cc1ccc2c(c1)OCO2)C(=O)c1cnccn1 (stereo not given),3,0,-2,-1,-3.3,3,3,26
Cc1cc(C)n2nc(CC(=O)NNC(=O)COc3ccccc3)nc2n1,-1,-5,-5,-6,-2.3,-9,-8,-17
O=C(Nc1nc(-c2ccccn2)cs1)c1cccc(-n2cnnn2)c1,-1,3,-2,1,-0.3,1,-2,22
CCOc1cc(C2C(C(=O)c3ccco3)=C(O)C(=O)N2Cc2ccccc2)ccc1O (stereo not given),0,4,-4,-1,-1.2,-4,-2,26
O=C1NC2(CCCCCC2)N=C1c1ccc(Br)cc1,-2,-1,-5,14,2.0,-1,-10,-12
Cc1ccc(OCCOCCN2CCCC2)c(Br)c1,3,-3,3,8,0.8,-2,-3,0
Cc1ccc(CNC(=S)Nc2cc(C)ccc2OC(F)F)cc1,-6,1,-4,6,2.2,0,1,0
COc1cccc(C(=O)Nc2cccc(C(=O)N3CCOCC3)c2)c1,0,-5,-6,-2,-0.2,1,-4,-1
N#C/C(=C(\O)c1cc(Cl)sc1Cl)c1nc2ccccc2[nH]1,-2,3,-8,13,26,-7,-5,13
Cc1ccccc1S(=O)(=O)Cc1ccc(C(=O)NCCCN2CCN(C)CC2)o1,1,5,-2,8,-0.5,0,-17,22
Cn1c(O)c(N=NC(=O)Cn2ccc(C(F)(F)F)n2)c2ccccc21,1,-3,-3,6,-0.4,-2,-16,1
CCN1C(=O)C(CC(=O)Nc2ccc(OC)cc2)N(CCCN2CCN(c3ccc(OC)cc3)CC2)C1=S (stereo not given),-2,4,-7,7,-0.2,-11,-6,-3
CC(C)NC(=O)c1cc(-c2cccs2)on1,2,1,-6,-3,-0.4,-6,7,-69
O=C1C2C3C=CC(CC3)C2C(=O)N1c1nccs1 (stereo not given),4,1,40,1,-2.0,65,-5,0

# Pulled one by one from above (4):
smiles,GRIN3A LBD mod,CXCR6 inh,APOBEC3G inh,CCR6 antagonist,MPTP inh,A3A deaminase,EBI2 antag,Gli-Sufu antag
COc1cccc(C(=O)Nc2cccc(C(=O)N3CCOCC3)c2)c1,0,-5,-6,-2,-0.2,1,-4,-1
CC(C)NC(=O)c1cc(-c2cccs2)on1,2,1,-6,-3,-0.4,-6,7,-69
Cc1ccc(OCCOCCN2CCCC2)c(Br)c1,3,-3,3,8,0.8,-2,-3,0
CCOCCCNC(=O)C(c1ccc(C)cc1)N(Cc1ccc2c(c1)OCO2)C(=O)c1cnccn1 (stereo not given),3,0,-2,-1,-3.3,3,3,26

# (further entries)
smiles,GRIN3A LBD mod,CXCR6 inh,APOBEC3G inh,CCR6 antagonist,MPTP inh,A3A deaminase,EBI2 antag,Gli-Sufu antag
O=C(Nc1ccccc1)c1ccc(NCCc2ccccc2)c([N+](=O)[O-])c1,0,12,-5,31,13,1,23,-29
COc1ccc(C)cc1NC(=O)CSc1nc2ccccc2nc1N1CCCCC1,3,4,-6,21,17,-5,22,6
CCN1CCN(C(=O)CCN2C(=O)COc3ccc(C)cc32)CC1,1,2,-1,-15,-0.3,1,-4,-3
Cc1cc(C(=O)N2CCN(c3ncccn3)CC2)nn1C,-3,0,-7,-5,0.2,-2,-2,-15
CCCN1CCN(CCCNC(=O)c2ccc3c(c2)NC(=O)c2ccccc2S3)CC1,42*,1,-9,10,-1.2,-3,-2,22
COc1ccccc1CNC(=O)C1CCCN(S(=O)(=O)c2cccc3nonc23)C1 (stereo not given),0,6,25,-2,-1.3,-2,14,7
CC(=O)N(c1cccc(C)c1)S(=O)(=O)c1ccc(Cl)cc1,0,-2,0,4,-0.7,5,-12,-6
CCN(CC(=O)N1CCOCC1)S(=O)(=O)c1ccc(Cl)cc1,4,3,-13,-6,-2.7,-3,-7,1
COc1ccc(CN2CCSCC2)c(OC)c1C,-2,0,-3,-3,-0.7,1,5,59*
Cc1cc(/C=C(\C#N)C(=O)N2CCCCC2)cc(C)c1O,1,11,-7,24,0.1,0,3,-17
O=C1Nc2ccccc2C1(O)C/C(=N/O)c1ccccc1 (stereo not given),-1,2,-4,-1,-0.8,1,2,-2
Oc1cccc(C=NCc2ccccc2)c1O,1,6,7,-1,3.9,13,3,5
CCOC(=O)C1=C(CSc2nc3ccccc3s2)NC(=O)NC1c1ccc(OC)cc1 (stereo not given),-3,-4,-7,13,4.1,-5,1,5
N#Cc1ccc(N2CCCC2C(=O)O)c([N+](=O)[O-])c1 (stereo not given),0,8,-5,-5,-1.0,-2,-10,4
CC(C)CNS(=O)(=O)c1cc(C(=O)N2CC(C)OC(C)C2)c(Cl)cc1Cl (stereo not given),-3,-4,-4,1,-0.2,-4,-9,-2
CC(C)C1(C(C)C)OC(=O)c2ccccc21,-4,4,-2,-31,0.8,-2,-12,-11
